SV40 large T antigen – SV40 large T antigen inhibitors, biochemical (AID 1903); 0.39% of 310,000 active; SV40 large T antigen ATPase/helicase inhibition assay; higher % means a stronger effect; inhibition, % at 20 µM, or IC50 in µM where a hit was titrated; in the data active = a potency from the dose series; inconclusive = inhibition mostly from about 32% at the one dose, without a potency; inactive = the rest, 99 in 100 with inhibition below about 32%; note: strong numbers were not always called active
Salmonella PhoP GFP – inhibitors of PhoP regulon expression, primary screen, Salmonella Typhimurium, GFP reporter (AID 1863); inhibition, % at 50 µM; hits with a dose series show IC50 in µM; S. Typhimurium PhoP-regulated promoter GFP reporter, 4 h; higher % means a stronger effect; 0.16% of 300,000 active;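 active = inhibition over 29.93%, a cutoff 3 SD above the screen mean, later confirmed by dose response; inconclusive = inhibition over 29.93% but no dose response follow-up; inactive = inhibition at most 29.93% or unconfirmed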;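 note: 0% = low Mg2+ inducing control and 100% = high Mg2+ repressing control; strong numbers were not always called active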
TNAP activation fold – human TNAP enzyme activators, primary screen, biochemical, luminescent, no phosphate acceptor, uHTS (AID 1001); Alkaline phosphatase, tissue-nonspecific isozyme (Homo sapiens); purified TNAP, luminescent activation assay, no phosphate acceptor; higher activation fold means a stronger effect; one-dose activation fold at 20 µM; EC50 in µM for titrated hits; 0.03% of 200,000 active; in the data active = activation fold from about 3, or a potency from the dose series; inactive = the rest, 99 in 100 with activation fold below about 1.6; note: many of its hits are not listed in these tables
An asterisk follows results filed as active; u = inconclusive; x = no result given.

No.	compound	SV40 large T antigen	Salmonella PhoP GFP	TNAP activation fold
1	COCCn1c(-c2cc(OC)c(OC)c(OC)c2)nc2nc3ccccc3nc21	x	x	1.1
2	CCOc1ccc(C2/C(=C(/O)c3ccc(Cl)cc3)C(=O)C(=O)N2CCCN(C)C)cc1OC (stereo not drawn)	x	x	1.1
3	CCCCn1c(SCn2nnc3ccccc3c2=O)nc2cc(C(=O)OC)ccc2c1=O	x	x	1
4	CC(C)CNC(=O)c1c(N)n(/N=C/c2cccnc2)c2nc3ccccc3nc12	x	x	1
5	COCCCn1c2nc3ccccc3nc2c2c(=O)n(Cc3ccc(Cl)cc3)c(C)nc21	x	x	1
6	O=c1[nH]c2c(cc1CNCCN1CCOCC1)c(-c1cccc(F)c1)nn2-c1ccccc1	x	x	1
7	CCOc1ccc(OCC)c(NC(=O)CSc2nc3c(c(=O)n(C)c(=O)n3C)n2C)c1	x	x	1.1
8	Cc1nc(C)c(C(=O)C2=C(O)C(=O)N(CCCN(C)C)C2c2ccco2)s1 (stereo not drawn)	x	x	1.1
9	COC(=O)c1c(NC(=O)c2nc3ncccn3n2)sc(C(=O)N(C)C)c1C	x	x	1
10	CC1(C)CC(=O)C=C(N2CCN(C3=CC(=O)CC(C)(C)C3)CC2)C1	x	x	1
11	CCOC(=O)C(C)Sc1nc(-c2ccc(OC)cc2)nc2c1c(=O)n(C)c(=O)n2C (stereo not drawn)	x	x	1.1
12	Cc1cc(C)c(O)c(N)c1	x	x	1
13	O=C(CSc1ccc2nnc(-c3cccnc3)n2n1)N1CCc2ccccc21	x	x	1.1
14	CCOc1cccc(-c2nnc3sc(-c4ccc(C)cc4)nn23)c1	x	x	1
15	c1ccc(Cn2ncc3c2ncn2c(-c4ccncc4)nnc32)cc1	x	x	0.8
16	CCCCn1c(SCc2cc(=O)n3ccsc3n2)nc2cc(C(=O)OC)ccc2c1=O	x	x	1
17	CCn1cc(C(=O)Nc2ccc(C(=O)N3CCCC3)cc2)c(=O)c2ccc(C)nc21	x	x	1.1
18	Cc1cc(=O)oc2c1c(C)nn2-c1ccc(C(=O)OC(C)C)cc1	x	x	1
19	Cn1c(-n2c(CCN3C(=O)c4ccccc4C3=O)nc3ccccc3c2=O)nc2ccccc21	x	x	1
20	O=C(CSc1ncnc2c1oc1ccccc12)N1CCc2ccccc2C1	x	x	1.1
21	Cc1ccc(N2CCCn3c2nc2c3c(=O)n(CCN3CCOCC3)c(=O)n2C)cc1	x	x	1
22	Cn1c(SCC(=O)Nc2cc(=O)n(C)c(=O)n2C)nnc1C12CC3CC(CC(C3)C1)C2	x	x	0.9
23	CC(=O)N(Cc1cc2ccc(C)c(C)c2n2nnnc12)C1CCCC1	x	x	1.1
24	Cc1cc(C)nc(/N=C/c2c(O)n(C)c(=O)n(C)c2=O)n1	x	x	1.1
25	Cc1cc(C)nc(SCCn2c(N3CCC(C)CC3)nc3c2c(=O)n(C)c(=O)n3C)n1	x	x	1.1
26	Cc1c(/C(O)=C2\C(=O)C(=O)N(CCCN(C)C)C2c2ccncc2)cnn1-c1ccccc1 (stereo not drawn)	x	x	1.2
27	CCOc1cc(N2CCOCC2)c(OCC)cc1NC(=O)c1nc2nccc(C)n2n1	x	x	1.1
28	CC1(C)Cc2c(sc3ncn4nnnc4c23)CO1	x	x	1
29	CCCSc1nnc2n(Cc3ccccc3)c(=O)c3c4c(sc3n12)CCC4	x	x	1.1
30	Clc1cccc(-c2nn3c(-c4cccc(Cl)c4)nnc3s2)c1	x	x	1
31	Cc1ccc(C(c2nnnn2C(C)(C)C)N2CCc3ccccc3C2)cc1 (stereo not drawn)	x	x	1
32	C=CCn1c(=N)c(C(=O)OCC)cc2c(=O)n3cc(C)ccc3nc21	x	x	1.1
33	c1ccc(CCNc2ccccc2)cc1	x	x	1.1
34	Cc1nnc2n(-c3ccc(Cl)cc3)c(=O)c3c4c(sc3n12)CN(C)CC4	x	x	1.1
35	Cn1c(=O)[nH]c(=O)c2c1nc(N1CCCCCC1)n2CC(=O)c1ccccc1	x	x	0.9
36	CCCc1nc(SCC(=O)N2CCc3ccccc32)c2c(=O)n(C)c(=O)n(C)c2n1	x	x	1.1
37	CSc1nc(C)c2c(n1)OC(CN1C(=O)c3ccccc3C1=O)C2 (stereo not drawn)	x	x	1.1
38	CCOC(=O)c1c(C)[nH]c(C(=O)NCc2ccccc2OC)c1C	x	x	1.2
39	Cc1nnc2n(Cc3ccccc3)c(=O)c3c4c(sc3n12)CCCC4	x	x	1
40	O=c1c2c3nc4ccccc4nc3n(/N=C/c3cccs3)c2ncn1-c1ccccc1	x	x	1.1
41	COC(=O)c1ccc(S(=O)(=O)N(Cc2cc3cc4c(cc3[nH]c2=O)OCO4)C2CCCCC2)cc1	x	x	1.1
42	CCOC(=O)c1ccccc1NC(=O)CC1Nc2ccccc2NC1=O (stereo not drawn)	x	x	1
43	COc1ccccc1C1/C(=C(\O)c2ccc3c(c2)OCCO3)C(=O)C(=O)N1CCCN(C)C (stereo not drawn)	x	x	1.1
44	CCn1c(C)nc2cc(C(=O)n3cc(C(=O)c4cc(F)ccc4O)cn3)ccc21	x	x	1
45	N#C/C(C(=O)N1CCOCC1)=c1\s/c(=C/c2ccncc2)c(=O)n1-c1ccccc1	x	x	0.9
46	O=C1c2oc3ccc(F)cc3c(=O)c2C(c2ccncc2)N1CCN1CCOCC1 (stereo not drawn)	x	x	1.1
47	CCN(CC)c1ccc2cc(C(=O)Nc3ccc(-n4cnnn4)c(OC)c3)c(=O)oc2c1	x	x	1.3
48	CCn1c(SCC(=O)c2c(N)n(C)c(=O)n(C)c2=O)nc2sc(C)c(C)c2c1=O	x	x	1.1
49	C[n+]1nc(Nc2ccccc2)sc1-c1ccc(C(=O)O)cc1	x	3%	x
50	CC(=O)N1C=Cc2c(c(C)c3c([nH]c4ccccc43)c2C)C1	x	u	x
51	C[C@@H]1CC=C[C@H]2[C@H]1C(=O)N(Cc1ccccc1)[C@H]2c1ccc(F)c(Br)c1	x	-2%	x
52	COC(=O)C1=C(NC(=O)c2cccs2)CCS1	x	-1%	1.1
53	Cc1ccc(N=Nc2c(O)c3ccccc3[nH]c2=O)c(S(=O)(=O)N(C)C)c1	1%	-10%	x
54	COc1ccccc1N1CCN(C(=O)c2cnn3cccnc23)CC1	3%	10%	1.1
55	CCC(=O)Nc1ccc(C(=O)Cn2nc(C(=O)O)c3ccccc3c2=O)cc1	5%	-6%	1.1
56	CCOC(=O)c1ccccc1NC(=O)CSc1nc2c(c(=O)n(C)c(=O)n2C)n1C	7%	7%	1.1
57	Cc1sc2c(c1C)c(=O)nc1n2Cc2ccccc2-1	6%	5%	1.1
58	N/C(=N\OC(=O)COc1ccc([N+](=O)[O-])cc1)c1ccc(Br)cc1	20%	-2%	1.1
59	CCOC(=O)N1CCN(c2nc3c(c(=O)[nH]c(=O)n3C)n2Cc2ccccc2Cl)CC1	-2%	1%	0.9
60	COCCn1c(CN2CCN(c3ccc(F)cc3)CC2)nc2c1c(=O)n(C)c(=O)n2C	13%	-11%	1.1

Gathered by group: those above containing bromine.
No.	compound	SV40 large T antigen	Salmonella PhoP GFP	TNAP activation fold
51	C[C@@H]1CC=C[C@H]2[C@H]1C(=O)N(Cc1ccccc1)[C@H]2c1ccc(F)c(Br)c1	x	-2%	x
58	N/C(=N\OC(=O)COc1ccc([N+](=O)[O-])cc1)c1ccc(Br)cc1	20%	-2%	1.1

Next part.
No.	compound	SV40 large T antigen	Salmonella PhoP GFP	TNAP activation fold
61	COc1ccc(C2c3c(oc4ccccc4c3=O)C(=O)N2Cc2ccncc2)cc1 (stereo not drawn)	0%	-12%	1
62	Cc1ccc2nc(-c3ccc(S(=O)(=O)N4CCOCC4)cc3)cn2c1	23%	-3%	1
63	CCn1c(=O)c2cc(C(=O)N3CCN(C(=O)c4ccco4)CC3)sc2c2ccccc21	0%	-4%	1.1
64	Cc1nc2nc(-c3ccc(Cl)cc3)[nH]n2c(=O)c1C	0%	-3%	1.1
65	CCOP(=O)(OCC)C(Nc1cccc(C(F)(F)F)c1)c1ccc(Br)cc1 (stereo not drawn)	7%	-4%	1.2
66	COc1ccc(-c2cc(=O)oc3cc(OCC(=O)c4cccc([N+](=O)[O-])c4)ccc23)cc1	6%	-1%	1.1
67	CCC(=O)Nc1cccc(NC(C)=O)c1	5%	-16%	1.1
68	CN(C)c1ccc(C(c2nnnn2C(C)(C)C)N2CCc3ccccc3C2)cc1 (stereo not drawn)	0%	-13%	1
69	CN(C)c1ccc(/C=C2/C(=O)N(c3ccc([N+](=O)[O-])cc3)N=C2N2CCOCC2)cc1	6%	8%	0.7
70	CC(C)C(NC(=O)C1CCCCC1)C(=O)NC1CCN(Cc2ccccc2)CC1 (stereo not drawn)	2%	4%	1
71	CCc1c(C)nc(SCC(=O)N2CCc3ccccc32)[nH]c1=O	19%	13%	1.1
72	O=C(c1cc(-c2ccccn2)nc2ccc(Br)cc12)N1CCc2ccccc2C1	18%	-7%	1.1
73	NC(=O)CC[C@@H]1NC(=O)[C@H](Cc2ccccc2)NC(=O)[C@H](Cc2ccc(O)cc2)NC(=O)[C@@H](N)CSSC[C@@H](C(=O)N2CCC[C@H]2C(=O)N[C@@H](CCCN=C(N)N)C(=O)NCC(N)=O)NC(=O)[C@H](CC(N)=O)NC1=O	4%	0%	1
74	Cn1c(Oc2ccc(Cl)c3cccnc23)nc2c1c(=O)n(Cc1ccccc1Cl)c(=O)n2C	5%	15%	1
75	CCCCCCc1nc2ccccc2c(=O)n1NC(=O)c1c(O)c2cccc3c2n(c1=O)CCC3	7%	-7%	0.9
76	NS(=O)(=O)c1ccc(O)c(N2C(=O)c3cccc4c(C(=O)c5ccccc5)ccc(c34)C2=O)c1	11%	-2%	1
77	Cc1cc2cc(C)c3nnc(SCC(=O)N4CCc5ccccc54)n3c2cc1C	-1%	12%	1.1
78	CCN1C(=O)/C(=C/c2cnn(C)c2C)SC1=S	-14%	13%	1
79	CCOc1ccc(CN2CCN(c3cc(C)nc4c5c(C)cc(C)nc5nn34)CC2)cc1	20%	2%	1.3
80	CC(=O)OC[C@H]1O[C@H](CCO/N=C(\C)CCN2CCCc3nc(C)c(C)cc32)C=C[C@@H]1OC(C)=O	20%	0%	1.1
81	COc1ccc(O[C@H]2C=C[C@@H](c3ccccc3)O[C@@H]2COC(=O)CCC(C)=NO[C@@H]2O[C@H](COC(C)=O)[C@@H](OC(C)=O)[C@H](OC(C)=O)[C@H]2OC(C)=O)cc1	-24%	-7%	1
82	O=C(NC1CC1)c1ccc2c(c1)NC(=O)c1ccccc1S2	9%	4%	1.2
83	Nc1nc(SCC(=O)NC2CCCC2)[nH]c(=O)c1-c1ccccc1	4%	16%	0.9
84	Cc1cccc(-c2cc(C(=O)NCCCn3ccnc3)c3ccccc3n2)c1	12%	10%	1

Grouped by structure, the entries above containing a thiophene ring, fused or not.
No.	compound	SV40 large T antigen	Salmonella PhoP GFP	TNAP activation fold
9	COC(=O)c1c(NC(=O)c2nc3ncccn3n2)sc(C(=O)N(C)C)c1C	x	x	1
28	CC1(C)Cc2c(sc3ncn4nnnc4c23)CO1	x	x	1
29	CCCSc1nnc2n(Cc3ccccc3)c(=O)c3c4c(sc3n12)CCC4	x	x	1.1
34	Cc1nnc2n(-c3ccc(Cl)cc3)c(=O)c3c4c(sc3n12)CN(C)CC4	x	x	1.1
39	Cc1nnc2n(Cc3ccccc3)c(=O)c3c4c(sc3n12)CCCC4	x	x	1
40	O=c1c2c3nc4ccccc4nc3n(/N=C/c3cccs3)c2ncn1-c1ccccc1	x	x	1.1
48	CCn1c(SCC(=O)c2c(N)n(C)c(=O)n(C)c2=O)nc2sc(C)c(C)c2c1=O	x	x	1.1
52	COC(=O)C1=C(NC(=O)c2cccs2)CCS1	x	-1%	1.1
57	Cc1sc2c(c1C)c(=O)nc1n2Cc2ccccc2-1	6%	5%	1.1
63	CCn1c(=O)c2cc(C(=O)N3CCN(C(=O)c4ccco4)CC3)sc2c2ccccc21	0%	-4%	1.1

Screens from PubChem.

Only part of the results is shown, so the mix of outcomes need not match the whole.
